SRC3 TRFRET art: TR-FRET artefact, counter-screen to PPARgamma/SRC-3 agonist assay; PPARgamma/SRC-3 format; hits give high values; TR-FRET ratio at 8 µM; 99,000 compounds, 0.39% hits; in the data active means TR-FRET ratio above about 2000; further: inactives centre near 1600; reference of the scale not given here
SRC1 TRFRET art: TR-FRET artefact, counter-screen to PPARgamma/SRC-1 agonist assay. TR-FRET detection artefact counter-screen, emission ratio; hits give high values. TR-FRET ratio at 8 µM. 99,000 compounds, 0.34% hits; in the data active means TR-FRET ratio above about 2300; further: inactives centre near 1800; reference of the scale not given here
An asterisk follows results filed as active.

SMILES	SRC3 TRFRET art	SRC1 TRFRET art
C/C(=N\Nc1ccc(C(F)(F)F)cc1[N+](=O)[O-])C(C)C	1730	1774
COc1ccc(OC)c(Nc2nc(-c3ccccc3O)nc3ccccc23)c1	1897	1993
Cc1ccc(SCC(=O)N2CCC(C(N)=O)CC2)cc1	1547	1621
O=C(/C=C/c1ccco1)Nc1ccc(-c2nc3ccccc3[nH]2)cc1	1592	1908
CN1CCN(c2nc(NCCOC34CC5CC(CC(C5)C3)C4)nc(OCC(F)(F)F)n2)CC1	1518	1742
NC1=NC(=O)C2(COC(c3cccnc3)OC2)S1 (stereo unspecified)	1651	1506
NS(=O)(=O)c1cccc(NC(=O)COC(=O)C2(c3cccc(F)c3)CCCC2)c1	1755	1877
COc1ccc(N2CCC(CNC(=O)Nc3ccc(C)c(C)c3)C2)cc1 (stereo unspecified)	1731	1866
Cc1cc(C(=O)COc2cccnc2[N+](=O)[O-])c(C)n1-c1ccccc1	1824	1958
O=C(c1ccc(Cl)cc1)N(Cc1ccc(Br)cc1)N1C(=O)CCC1=O	1521	1757
CCN(CC)S(=O)(=O)c1ccc(Cl)c(NC2=NCCCCC2)c1	1637	1965
O=C(NCc1ccco1)c1ccc(-c2ccccc2Cl)o1	1434	1642
Cc1ccc(C(C)(C)C)c(OCCOCCN2CCCC2)c1	1479	1478
COCCN(CCOC)C(=O)Nc1ccc(Cl)cc1	1478	1589
Cc1ccc(S(=O)(=O)NCCC(=O)Nc2ccc(C)cc2C(=O)c2ccccc2)cc1	1554	1730
Cc1ccc(-c2csc3ncnc(NS(=O)(=O)c4ccc(Cl)cc4)c23)cc1	1722	1728
O=C(CSc1nc(N2CCCCC2)nc(N2CCCCC2)n1)N1CCN(c2ccccc2)CC1	1665	1966
O=C(NCc1ccc(F)cc1)N[C@@H](Cc1ccccc1)C(=O)O	1451	1505
COc1ccc(NC(=S)NNC(=O)c2cccs2)cc1	1806	1723
COc1cc(NC(=O)c2ccccn2)cc(OC)c1OC	1638	1959
O=C(Nc1ccc(F)cc1)c1csc(Cc2ccccc2)n1	1441	1886
O=C(CNc1ccc(Br)cc1)c1ccc(O)cc1	1831	1966
O=C(NCc1ccccc1)C1=C[C@H](C2CC2)C[C@H](OCc2ccc(CO)cc2)O1	1467	1657
CCc1c(C(=O)N/N=C/c2ccsc2)csc1C	1668	1880
Cc1ccc(-n2nnnc2/C=C\Nc2cc(C)on2)cc1	1462	1761
Cc1cccn2c(=O)c(/C=C(\C#N)C(=O)NCc3ccco3)c(N3CCC(C(N)=O)CC3)nc12	1523	1655
O=C(Nc1cccc(-c2nc3ccccc3s2)c1)c1cccs1	1522	1645
CCOC(=O)c1nnn(CC(=O)N2N=C(c3cc(C)ccc3C)CC2c2ccc(OC)cc2)c1C(=O)OCC (stereo unspecified)	1493	1832
O=[N+]([O-])c1ccc(CSc2nnc3ccccn23)cc1	1515	2019
COc1ccccc1CNc1nc(SC)ncc1CO	1420	1723
COc1cccc2cc(C(C)N(CCCN3CCOCC3)C(=S)Nc3ccccc3C)oc12 (stereo unspecified)	1458	1688
CC(C)Cc1nnc(NC(=O)CS(=O)(=O)Cc2ccccc2)s1	1646	2014
CC(C)(C)NC(=O)C(OC(=O)c1cccs1)c1ccc(F)cc1 (stereo unspecified)	1651	1760
O=C(NCCOc1ccccc1)c1ccccc1[N+](=O)[O-]	1674	1913
CC1(c2ccc3ccccc3c2)NC(=O)N(CC(=O)Nc2cccc(S(=O)(=O)N3CCOCC3)c2)C1=O (stereo unspecified)	1898	1853
Cc1ccc(OCCC(=O)NCCc2ccc(S(N)(=O)=O)cc2)cc1	1581	1821
C=CCn1c(O)c(N=NC(=O)OC(C)(C)C)c2ccccc21	1661	1976
Cc1cc(S(=O)(=O)N(Cc2ccccc2Cl)c2ccc3c(c2)CCC3)ccc1-n1cnnn1	1509	1597
O=c1[nH]c(CSc2ccccn2)nc2c1cnn2-c1ccccc1	1726	1829
CCCc1nnc(NC(=O)CCC(=O)N2CCN(C3c4ccccc4-c4ccccc43)CC2)s1	1334	1896
COc1cccc(C2C3=C(CCCC3=O)NC3=C2C(=O)c2ccccc23)c1 (stereo unspecified)	1547	1952
Cc1c(NC(=O)CSc2nnnn2-c2ccc(C(=O)O)cc2)c(=O)n(-c2ccccc2)n1C	1392	1968
COc1ccc(C(=O)N/C(=C\c2ccccc2)C(=O)NC(CC(C)C)C(=O)O)cc1 (stereo unspecified)	1618	1695
Cn1cnc([N+](=O)[O-])c1Oc1ccc2ccccc2c1	1617	1767
C[C@@H]1C[C@@H]2O[C@H]2/C=C\C=C\C(=O)Cc2c(Cl)c(O)cc(O)c2C(=O)O1	1703	1921
Cc1csc(NC(=O)c2cc([N+](=O)[O-])cc([N+](=O)[O-])c2)n1	1320	1543
O=C(CCSc1ccc(Cl)cc1)NCc1ccncc1	1626	1895
CCn1c(COc2cccc3cccnc23)nnc1SC(F)F	1530	1872
O=C(NCCn1cc(SCc2ccc(F)cc2)c2ccccc21)c1c(F)cccc1F	1752	1777
CCC(=O)Nc1nc(C)c(Oc2ccccc2)c(=O)[nH]1	1522	1940
The results go on.
SMILES	SRC3 TRFRET art	SRC1 TRFRET art
O=C1CN(C(=O)c2ccc(F)c(S(=O)(=O)N3CCOCC3)c2)c2ccccc2N1	1617	1979
COc1cc(C(N)=O)cc(Br)c1OCc1ccccc1	1589	1642
COc1ccc(/C=C/C(=O)N2CCN(S(=O)(=O)c3ccccc3)CC2)cc1OC	1660	1720
O=C(OCc1cccc([N+](=O)[O-])c1)c1ccc2ccccc2n1	1503	1873
O=C(NCc1cccnc1)c1cc(Sc2cccc(Cl)c2)nc2ccccc12	1516	1747
O=c1c2ccccc2oc2nc(-c3ccco3)n(-c3ccccc3)c(=O)c12	1484	1748
O=C(O)c1ccc(-n2nc(C(F)(F)F)c3c2CCCC3)cc1	1417	1798
COc1ccc(OCC(=O)Nn2c(-c3ccc(C)cc3)nc3ccccc3c2=O)cc1	1570	2021
CCNc1ccc(S(=O)(=O)N(C)C)cc1NCC(=O)Nc1ccc(Br)cc1F	1679	1771
C=COCCNC(=S)N1CCOCCOCCN(C(=S)NCCOC=C)CCOCC1	1533	1756
CCOC(=O)CNC(=O)N1CCCC(C(=O)c2ccc3c(c2)OCO3)C1 (stereo unspecified)	1515	1772
COc1cccc(CN2CCCC(CNC(=O)c3ccc(F)cc3)C2)c1OC (stereo unspecified)	1600	1771
Fc1ccc(NC(=S)Nc2cccnc2)c(F)c1F	1671	1534
O=C(O)CCc1nn2c3ccccc3nc2n(Cc2ccccc2)c1=O	1516	1904
COc1ccc(/C=N/NC(=S)NCc2ccccc2)cc1OC	1684	2053
COc1ccc(-n2ccnc2SCC(=O)NCc2ccccc2)c(OC)c1	1680	1883
COc1ccc(C(=O)N2CCN(S(=O)(=O)c3ccc(C)cc3C)CC2)cc1OC	1568	1825
CCOc1ccc(CNC(=O)CCc2cn(C)c3ccccc23)cc1OC	1562	1694
CN(C)S(=O)(=O)c1ccc(Cl)c(NC(=O)CSc2nc3ccccc3c(=O)n2CCCN2CCOCC2)c1	1506	1707
Cc1nn(Cc2ccccc2)c(C)c1NC(=O)c1cccs1	1496	2034
N=C(c1cccc([N+](=O)[O-])c1)N1CCCCC1	1684	1853
COc1ccc(/C=C2\C(=O)NC(=S)N2C(=O)c2ccc(C)cc2)cc1	1499	1976
CS(=O)(=O)Nc1ccc(C(=O)NCCSCc2c(F)cccc2Cl)cc1	1683	1627
COc1ccc2[nH]cc(S(=O)(=O)c3ccc(C(C)C)cc3)c(=O)c2c1	1669	1722
O=C(CCl)N=c1sccn1Cc1ccc(Cl)cc1Cl	1328	1574
CCC(=O)Nc1ccc(C(=O)CSc2nnc(-c3ccc(NS(C)(=O)=O)cc3)n2C)cc1OC	1528	1737
Cc1ccc(C)c(S(=O)(=O)N2CCN(CC(=O)Nc3ccc4c(c3)CCC4)CC2)c1	1601	1694
Fc1ccccc1NC(=S)N1CCN(c2ccccn2)CC1	1466	1602
CCn1c(C)c(C2=CCN(S(=O)(=O)c3ccc(C)cc3)CC2)c2ccccc21	1494	1463
CCO[C@@H]1OC(C(=O)N2CCOCC2)=C[C@H](C2CCCCC2)[C@H]1CCCO	1660	1652
CC(=O)c1ccc(Oc2ncnc3sccc23)c(CN2CCOCC2)c1	1538	1944
C=CCOc1ccc(-c2nc3c(c(=O)[nH]c(=O)n3CCCC)n2C)cc1OC	1569	1785
Cc1ccc(C(=O)N/C(=C/c2ccco2)C(=O)NC2CCS(=O)(=O)C2)cc1 (stereo unspecified)	1490	1577
CC(Oc1ccc(Cl)cc1Cl)C(=O)NN=C1CCN(C)CC1 (stereo unspecified)	1484	1732
Cc1ccccc1NC(=O)CCC(=O)N/N=C/c1c[nH]c2ccccc12	1741	2014
COc1cccc(/C=C(/C(=O)OCC(=O)NC2CCCCCCC2)c2ccccc2)c1	1894	1722
O=c1oc2ccc(Cl)cc2cc1-c1ccccc1	1583	1766
C=CCN1C(=O)/C(=C/c2ccccc2)S/C1=N/c1nccs1	1649	1654
CCOC(=O)C/C(C)=N/NC(=O)Nc1ccccc1	1582	1680
CCSc1ncnc2sc(C)c(C)c12	1806	1948
CC(C)C12CN3CCN(CC(C3)/C1=N\NC(=O)Nc1ccccc1)C2	1380	1803
CCNS(=O)(=O)c1ccc(CCC(=O)Nc2ccccc2C(=O)OC)cc1	1508	1944
CC(=O)c1ccc(NC(=O)C(NC(=O)c2ccccc2)=C(C)C)cc1	1506	1761
CCOc1ccccc1-n1c(SCC(=O)N2CCCc3ccccc32)nnc1-c1cccnc1	1505	1889
O=C(c1nc2ccccn2c1CNCCOc1cccnc1)N1CCOCC1	1716	1781
CCN(CC)c1nc(-c2nn[nH]n2)nc(N(CC)CC)n1	1586	1434
O=C(COC(=O)/C=C/c1ccccc1[N+](=O)[O-])NC1CCS(=O)(=O)C1 (stereo unspecified)	1639	1814
Cc1ccc(Cl)cc1NC(=O)CCN1C(=O)C2C3CCC(C3)C2C1=O (stereo unspecified)	1633	1960
COc1ccc(OC)c(/C=N/NC(=O)C(=O)N2CCCC2)c1	1734	1758
COc1cccc(NC(=O)C(C)SCc2ccccc2)c1 (stereo unspecified)	1800	1823

A draw from above in order of length of the SMILES, highest first.
SMILES	SRC3 TRFRET art	SRC1 TRFRET art
O=C(COC(=O)/C=C/c1ccccc1[N+](=O)[O-])NC1CCS(=O)(=O)C1 (stereo unspecified)	1639	1814
Cc1ccc(C(=O)N/C(=C/c2ccco2)C(=O)NC2CCS(=O)(=O)C2)cc1 (stereo unspecified)	1490	1577
CCOc1ccccc1-n1c(SCC(=O)N2CCCc3ccccc32)nnc1-c1cccnc1	1505	1889
COc1cccc(/C=C(/C(=O)OCC(=O)NC2CCCCCCC2)c2ccccc2)c1	1894	1722
Cc1ccc(Cl)cc1NC(=O)CCN1C(=O)C2C3CCC(C3)C2C1=O (stereo unspecified)	1633	1960
Cc1ccccc1NC(=O)CCC(=O)N/N=C/c1c[nH]c2ccccc12	1741	2014
C=CCN1C(=O)/C(=C/c2ccccc2)S/C1=N/c1nccs1	1649	1654
O=C(c1nc2ccccn2c1CNCCOc1cccnc1)N1CCOCC1	1716	1781
CC(Oc1ccc(Cl)cc1Cl)C(=O)NN=C1CCN(C)CC1 (stereo unspecified)	1484	1732
CCN(CC)c1nc(-c2nn[nH]n2)nc(N(CC)CC)n1	1586	1434
CCOC(=O)C/C(C)=N/NC(=O)Nc1ccccc1	1582	1680
O=c1oc2ccc(Cl)cc2cc1-c1ccccc1	1583	1766
CCSc1ncnc2sc(C)c(C)c12	1806	1948

(listing goes on)
SMILES	SRC3 TRFRET art	SRC1 TRFRET art
Cc1cccc(/N=C/c2c(O)n(Cc3ccc4c(c3)OCO4)c(=O)c3ccccc23)n1	1744	1653
COc1cccc(C(=O)C2CCCN(Cc3cccn3-c3cccnc3)C2)c1 (stereo unspecified)	1593	1814
O=C(CNc1ccc(Br)cc1)NNC1=NCCC1	1622	1583
O=C(Nc1ccnc(-c2ccncc2)n1)C1CC1	1678	1942
CC(C)CN1CCN(Cc2ccc3ncccc3c2)CC1CCO (stereo unspecified)	1600	2116
C=CCc1cc(Cl)ccc1OCCCNCCO	1591	1753
O=C(NC1(C(F)(F)F)NC(=O)N(c2ccc(F)cc2)C1=O)c1cccs1 (stereo unspecified)	1673	1676
CCN(C(=O)CSc1nc2ccccc2c(=O)n1C(C)COC)C1CCS(=O)(=O)C1 (stereo unspecified)	1509	1776
O=C(COC(=O)CC(c1ccccc1)c1ccccc1)NCc1ccccc1	1561	1581
Cc1cc(C)n(-c2cc(C(=O)O)cc(C(=O)O)c2)n1	1536	1429
Cc1cccc(CSc2ncnc3nc[nH]c23)c1	1502	1920
CC1Cc2ccccc2N1C(=O)CSc1ncc(-c2ccc(F)cc2)n1C (stereo unspecified)	1419	1714
CC(NC(=O)CCN1N=C(c2ccccc2)CCC1=O)c1ccc2c(c1)OCCO2 (stereo unspecified)	1597	1834
CCn1nnnc1NCc1c(OC)ccc2ccccc12	1660	1544
NC1=NC(=O)/C(=C/c2c(OS(=O)(=O)c3ccc(Cl)cc3)ccc3ccccc23)S1	1609	1766
COc1ccccc1Nc1nc(-c2ccccc2)nc2ccccc12	1577	1743
COc1ccc(-c2nn(-c3ccccc3C)cc2CNC(C)c2cn(C)nc2C)cc1F (stereo unspecified)	1624	1803
CC(=O)N1CCc2cc(S(=O)(=O)NC(CC(C)C)C(=O)Nc3cc(C(=O)O)ccc3C)ccc21 (stereo unspecified)	1603	1834
COc1cccc(-n2c(SCC(=O)N3CCc4ccccc43)nnc2-c2c[nH]c3ccccc23)c1	1534	1555
COc1ccc(CNC(=O)CCCc2ccccc2)cc1	1492	1932

A run of entries from further up, as a working copy:
SMILES	SRC3 TRFRET art	SRC1 TRFRET art
C/C(=N\Nc1ccc(C(F)(F)F)cc1[N+](=O)[O-])C(C)C	1730	1774
COc1ccc(OC)c(Nc2nc(-c3ccccc3O)nc3ccccc23)c1	1897	1993
Cc1ccc(SCC(=O)N2CCC(C(N)=O)CC2)cc1	1547	1621
